Compound activity (PubChem)
DT40 TDP1 no CPT – qHTS for Inhibitors of human tyrosyl-DNA phosphodiesterase 1 (TDP1): qHTS in cells in absence of CPT. AID 686978, 2013. Potency, µM (top dose mostly 46.2 µM), inactives show top-dose activity change, negative = growth inhibition, most hits filed as inhibitors. 420,000 compounds, 15% hits. DT40 Tdp1-/- hTDP1 cells, no CPT, ATP luminescence, 48 h; also: nearly all actives have a fitted effect of over 55% in size
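Growth of hTDP1-complemented DT40 Tdp1-knockout cells is measured by ATP luminescence after at least 48 hr compound exposure at 37 °C, with DMSO substituting for the 20 nM CPT used in the parallel screen.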
GCN5L2 inh – qHTS Assay for Inhibitors of GCN5L2; Potency, µM (top dose mostly 58.9 µM), for inactives: at the top dose activity change, negative = inhibition, actives largely listed as inhibitors; GCN5L2 HAT assay, ThioGlo1 CoA-SH fluorescence; 390,000 compounds, 0.21% hits; Histone acetyltransferase KAT2A (Homo sapiens), Q92830
Target sequence (Q92830 whole entry, looked up): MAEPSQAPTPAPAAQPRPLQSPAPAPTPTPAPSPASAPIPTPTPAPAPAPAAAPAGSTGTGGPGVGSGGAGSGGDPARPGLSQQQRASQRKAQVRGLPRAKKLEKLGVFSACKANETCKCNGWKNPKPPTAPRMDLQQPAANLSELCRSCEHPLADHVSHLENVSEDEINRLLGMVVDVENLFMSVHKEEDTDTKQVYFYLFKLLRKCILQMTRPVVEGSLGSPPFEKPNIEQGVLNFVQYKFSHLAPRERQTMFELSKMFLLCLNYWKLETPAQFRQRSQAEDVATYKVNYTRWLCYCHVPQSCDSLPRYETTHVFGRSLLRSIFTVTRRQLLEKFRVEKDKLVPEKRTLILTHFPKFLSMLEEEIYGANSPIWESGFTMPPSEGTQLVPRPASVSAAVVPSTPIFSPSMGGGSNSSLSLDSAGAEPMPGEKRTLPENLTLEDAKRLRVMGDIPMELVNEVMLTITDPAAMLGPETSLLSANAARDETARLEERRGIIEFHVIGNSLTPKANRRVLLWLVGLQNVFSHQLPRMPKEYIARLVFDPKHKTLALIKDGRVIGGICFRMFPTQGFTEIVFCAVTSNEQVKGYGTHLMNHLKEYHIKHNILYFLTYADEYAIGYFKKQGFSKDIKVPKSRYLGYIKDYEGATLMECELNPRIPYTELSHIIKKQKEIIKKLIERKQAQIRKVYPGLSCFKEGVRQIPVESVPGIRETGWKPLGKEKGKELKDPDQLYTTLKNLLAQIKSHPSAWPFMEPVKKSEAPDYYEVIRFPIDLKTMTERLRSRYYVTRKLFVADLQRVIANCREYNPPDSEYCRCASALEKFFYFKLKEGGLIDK
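GCN5L2 (20 nM) in 50mM HEPES pH 7.5, 0.1mM EDTA, 0.01% Tween-20 preincubated 15 min with compounds at room temperature. Reaction started with H3(1-25) 75uM, acetyl-CoA 70uM, ThioGlo1 50uM; CoA-thiol fluorescence (Ex340/Em540) read at 0 and 20 min.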
TDP1 inh – qHTS Assay for Inhibitors of Tyrosyl-DNA Phosphodiesterase (TDP1). Tyrosyl-DNA phosphodiesterase 1 (Homo sapiens), Q9NUW8. AID 485290, 2010. Potency, µM (titrated, usually from 130 µM), for the others: top-dose activity change, negative = inhibition, hits mostly inhibitors. recombinant TDP1, AlphaScreen DNA substrate cleavage. 350,000 compounds, 0.28% hits; also: nearly all actives have a fitted effect of over 40% in size
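Recombinant human Tdp1 (E. coli-expressed, 1 nM final) preincubated with compounds 15 min at room temperature, then 5'-biotin/3'-phosphotyrosine-FITC DNA substrate (15 nM final) added for 5 min. AlphaScreen beads (10 ug/ml final) added 10 min; cleavage lowers signal.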
* hit, by the source's call; ? = inconclusive; . = not tested or not shown; & = joins results of further samples; [ ] = dose if it differs, or a comment. Calls follow the shape of the dose curve; as a rule, active = well fitted curve in the direction sought with a large enough effect; inconclusive = small, poorly fitted or top-dose-only effect, or another doubt; inactive = no such curve, though single readings can be large; an effect the other way counts as inactive or inconclusive. % is scaled to controls: 0 for no effect and ±100 for the full control effect; potency is read from the fitted curve at half-maximal effect. An excerpt (hit frequency here may not be typical).

SMILES	DT40 TDP1 no CPT	GCN5L2 inh	TDP1 inh
CCCOC1CCCN(C(=O)c2cc(Cl)c(Cl)cc2C(=O)O)C1 (stereo unspecified)	?	-3%	4%
CC(C)(C)C(=O)CSc1nc2ccccc2o1	-1%	-11%	5%
O=c1[nH]c2cc3ccccc3cc2nc1C(F)(F)F	-1%	0%	-3%
CCN(c1ccc(C)cc1C)S(=O)(=O)c1nnc(NC(=O)C(C)(C)C)s1	?	-15%	.
CC1CCC(NC(=O)CC2Oc3ccccc3NC2=O)CC1 (stereo unspecified)	-4%	-5%	3%
CCOC(=O)NC(C(F)(F)F)(C(F)(F)F)P(=O)(c1ccccc1)c1ccccc1	-27%	-6%	5%
COc1ccc(OC)c(NC(=O)CSC2=Nc3ccccc3C3=NC(CCC(=O)NCc4ccco4)C(=O)N23)c1 (stereo unspecified)	?	-5%	2%
Cc1ccc(SCc2nc(-c3ccccc3)no2)cc1	-14%	-3%	-12%
COc1cccc2c3c(c(=O)[nH]c12)CCC(C)(C)O3	?	-5%	2%
COc1ccc(C(=O)/C=C/c2cn(CC(O)CN3CCc4ccccc43)c3ccccc23)cc1OC (stereo unspecified)	4.1µM*	-9%	10%
CC(C)OC(=O)c1sc2nc(-c3ccccc3)ccc2c1N	?	-22%	-10%
CCN(C(=S)NCc1ccccc1)c1cccc2ccccc12	-15%	-4%	-13%
CC(C)OCCCNc1ncc2c(n1)CC(c1ccccc1)CC2=O (stereo unspecified)	?	-5%	3%
Cc1ccc(C(=O)N2CCN(Cc3ccccc3)CC2)o1	-2%	1%	3%
Cc1c(Cl)cccc1NC(=O)CSCc1cc(=O)[nH][nH]1	-32%	-13%	11%
O=C(CN1c2ccccc2Sc2ccccc21)N/N=C/c1ccc(Cl)cc1Cl	18µM*	-8%	.
O=C(NCCC1=CCCCC1)C1COc2ccccc2O1 (stereo unspecified)	?	-2%	-1%
COc1cccc(/C=N/Nc2cc(N3CCOCC3)ncn2)c1O	6.5µM*	-1%	4%
CCc1ccccc1NC(=O)c1ccc2c(c1)N(Cc1cc(C)ccc1C)C(=O)c1ccccc1S2(=O)=O	.	-3%	6%
CC1=C(c2ccc(C(C)C)cc2)S(=O)(=O)NC1=NCCCN1CCN(c2ccccc2F)CC1	?	-4%	6%
CS(=O)(=O)N(C(=O)NC(=O)NC1CCS(=O)(=O)C1)C1CCCCC1 (stereo unspecified)	-2%	-7%	-3%
COc1ccc(/C=C/C(=O)Nc2ccc3c(c2)CCC3)cc1OC	?	-11%	3%
CCOc1ccc(Nc2nc(N)nc(CN(C)C3CCCCC3)n2)cc1	-10%	1%	-3%
Oc1ccc(Oc2ncc(Cl)cc2Cl)cc1	?	-3%	3%
CC(C)(C)OC(=O)C[C@@H]1C/C=C\C[C@@H](CC(=O)N(CCO)Cc2ccccc2)C(=O)N2CCC[C@@H]2COC1=O	-26%	-7%	0%
COCCN1C(=O)N(C)[C@@H](c2ccccc2)C(C(C)=O)=C1C	-4%	24%	8%[21 µM]
CCNS(=O)(=O)c1ccc(NC(=O)c2cncc(Br)c2)cc1	?	-1%	3%
CCC(=O)N(Cc1ccc(S(N)(=O)=O)cc1)C1CC(=O)N(c2ccccc2)C1=O (stereo unspecified)	0%	-6%	0%
CCC(C)Sc1nc2c(c(=O)[nH]c(=O)n2C)n1CC(O)COc1cccc2ccccc12 (stereo unspecified)	29µM*	2%	5%
CCOC(=O)c1c(-c2ccc(C)s2)csc1NC(=O)c1ccco1	.	-4%	6%
Cc1ccnc(NC(=O)CCCc2c[nH]c3ccccc23)c1	-1%	-2%	4%
COC(=O)c1sccc1NC(=S)Nc1ccc(F)cc1	-14%	0%	-3%
Brc1ccccc1-c1nnc(CSc2nnnn2-c2ccccc2)o1	-5%	?	7%
COc1ccccc1CCNC(=O)C(=O)NCC1OCCN1S(=O)(=O)c1ccc(Br)cc1 (stereo unspecified)	-4%	-5%	3%
COc1ccc(CCN(C)C(=O)CN2C(=O)c3ccccc3S2(=O)=O)cc1OC	-30%	-2%	6%
COc1ccc(Cl)cc1N1C(=O)C2CCCN2C1c1ccc(F)c(F)c1 (stereo unspecified)	0%	-9%	-4%
COCCN1Cc2cccc(C(=O)Nc3ccc(-c4nc5ccccc5[nH]4)cc3)c2C1=O	-26%	-1%	1%
C/C(=N\Nc1nccnc1Cl)c1ccc([N+](=O)[O-])cc1	4%	0%	3%
CCCn1nc(C(=O)Nc2nc(-c3ccccn3)cs2)c2ccccc2c1=O	2.3µM*	0%	3%
CCOC(=O)C1=C(C)Nc2[nH]c(=O)[nH]c(=O)c2C1c1cccs1 (stereo unspecified)	-2%	0%	4%
CN(CC(=O)Nc1cccc(F)c1)C(=O)c1cc(-c2ccccc2)nc2ccccc12	?	-10%	-5%
CC(=O)N1CC(C)Sc2ccc(S(=O)(=O)NCCc3cccc(C)c3)cc21 (stereo unspecified)	15µM*	-2%	1%
COc1ccc(S(=O)(=O)N2CCCCC2)cc1NC(=O)c1cc([N+](=O)[O-])ccc1N1CCOCC1	?	-15%	2%
COc1ccc(C(=O)NCc2ccc(-c3nc4ccccc4s3)cc2)cc1	-18%	-3%	-2%
COCCCN1C(=O)c2[nH]nc(-c3ccccc3O)c2C1c1ccc(OCc2ccccc2)cc1 (stereo unspecified)	?	-9%	10%
Cc1cc(NCc2ccco2)nc2cc(O)ccc12	?	-12%	0%
Cc1ccc(CNC(=O)Cn2cccc2C(=O)c2ccccc2C)cc1	?	-3%&2%	0%&0%
O=C(COC(=O)c1ccc2c(c1)C(=O)N(CCc1ccccc1)C2=O)Nc1ccc(OC(F)F)cc1	-16%	1%	2%
N#CCSc1nnc(SCC#N)s1	5%	-5%	.
Fc1ccc(Nc2ncnc3ccc(-c4ccoc4)cc23)cc1	?	?	.
CCOc1ccccc1NC(=O)c1ccc(S(=O)(=O)N2CCCCC2)cc1	-17%	-4%	1%
COc1ccc(OC)c(CN2CCN(CCc3ccccc3)C(CCO)C2)c1 (stereo unspecified)	?	-13%	-5%
NC(=O)c1cc(NC(=O)CCc2nc3ccccc3s2)cc(C(N)=O)c1	0%	-2%	.
C[C@@H](C(=O)NCc1ccccn1)[C@@H]1C[C@@]1(C)[C@@H](NC(=O)OCc1ccccc1)c1ccccc1	13µM*	-4%	-1%&10%
COc1ccc(C(=O)Oc2ccc(C(C)=O)cc2)c(OC)c1	-6%	0%	2%
Cc1cc(C(=O)N2CCc3ccccc3C2)n[nH]1	20%	4%	3%
O=C1CCC(=O)N1CCSC(=S)N1CCOCC1	-18%	1%	7%
CC1CN(C(=O)N2CCC(C(=O)NC3CCCCCC3)CC2)c2cc(Cl)ccc2O1 (stereo unspecified)	18µM*	-11%	1%
Cc1ccc2nc(=O)c(NNc3ccccc3)cnc2c1	10µM*	-4%	0%
Cc1ccc(-n2nnnc2CNC(=O)c2ccc3c(c2)OCO3)cc1C	5%	-1%	1%
New compounds follow:
SMILES	DT40 TDP1 no CPT	GCN5L2 inh	TDP1 inh
N#Cc1cc(C#N)c(SCC(=O)N2CC(=O)Nc3ccccc32)nc1N	21µM*	-5%	-6%
COC(=O)c1c(-c2ccc(Cl)cc2)noc1N1CCN(c2cc(C)ccc2C)CC1	21µM*	-1%	8%
Cc1ccc(Cn2ccc(NC(=O)c3c(-c4ccccc4Cl)noc3C)n2)cc1	?	-2%	-1%
CCOC(=O)Cc1ccc(NC(=O)N(C(C)C)C2CCN(C(C)=O)CC2)cc1	-2%	-11%	3%
O=C(CCc1cn(Cc2ccccc2Cl)c2ccccc12)NC1CCCCC1	16µM*	-4%	-3%
CCC(=O)N1CCN(C(C)=O)C1c1ccccc1 (stereo unspecified)	-20%	-7%	7%
CC(Oc1cccc(Cl)c1)C(=O)Nc1ccc(S(=O)(=O)Nc2ncccn2)cc1 (stereo unspecified)	0%	1%	0%
Cc1nc(NCc2ccc3c(c2)OCO3)c2oc3ccccc3c2n1	-26%	-4%	-7%[56.1 µM]
O=C(N/N=C/c1ccccc1)c1ccc(CN2C(=O)c3cccc4cccc2c34)cc1	-19%	-19%	-8%
CNC(=O)/C(C#N)=C/c1c(N2CC(C)OC(C)C2)nc2ccccn2c1=O (stereo unspecified)	-24%	-4%	3%
CCC(=NCc1ccccc1)C1=C(O)C(C(=O)OC)C(C)(C)CC1=O (stereo unspecified)	?	1%	-5%
COc1cc(-c2nnc(COc3ccc4cc(Br)ccc4c3)o2)cc(OC)c1OC	21µM*	-5%	2%
CCC(c1nnnn1CC1CCCO1)N(CCN1CCOCC1)Cc1cc2cc(C)ccc2[nH]c1=O (stereo unspecified)	-12%	2%	6%
CSCCC(NC(=O)c1ccccc1Cl)C(=O)OCC(=O)N1CCCC1=O (stereo unspecified)	-2%	-2%	-4%
O=C(CSc1nc2ccc([N+](=O)[O-])cc2[nH]1)NC1CCCCC1	26µM*	-9%	-4%
CC1Sc2ccc(S(=O)(=O)CCC(=O)NC3CCCCC3C)cc2NC1=O (stereo unspecified)	-14%	?	1%
Fc1ccc(OCCOCCOc2cccc3[nH]ccc23)cc1	-8%	-20%	1%
O=C(NN=Cc1ccc(N2CCOCC2)cc1)c1cc2ccccc2cc1O	?	-20%	0%
CCn1cc(/C=C(\NC(=O)c2cc(OC)c(OC)c(OC)c2)C(=O)N2CCN(C)CC2)c2ccccc21	2%	-6%	7%
O=C(CSc1nccn1-c1cccc(Cl)c1)Nc1cccc(C(F)(F)F)c1	?	-11%	11%
Cc1ccc2oc(=O)c3cnn(CC(=O)NC4CCCCC4C)c3c2c1 (stereo unspecified)	?	0%	4%
Cc1ccc(NC(=O)c2c(C)nn(-c3ccccc3)c2Cl)c(C)c1	?	-2%	-6%
COC(=O)[C@@H]1C[C@@H]2CC[C@@H](O)C[C@@H]2N1Cc1ccc(Cl)cc1	-23%	-17%	7%&5%
CN(C)c1ccc(NC(N)=S)cc1	-2%	-3%	0%
COCCc1nn2c(=O)cc(COC(=O)c3ccc(C(C)(C)C)cc3)nc2s1	?	-12%	2%
CCCN1CCN(c2ncnc3sc(C(=O)Nc4ccc(N(CC)CC)cc4C)c(C)c23)CC1	15µM*	23%	11%
COc1ccc(C2SCC(=O)N2c2ccc(F)cc2)cc1 (stereo unspecified)	1%	?	.
